Source: PubChem BioAssay (National Center for Advancing Translational Sciences (NCATS))
KCNH2 3.1 inh – blocks the human KCNH2 3.1 channel isoform; U2OS KCNH2 3.1, thallium flux FluxOr; active compounds read low; 340,000 compounds, 0.95% hits; activity change, % (tested at about 1.8 µM);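 active = maximum activity change below -70%; inconclusive = maximum activity change from -70% to -50%; inactive = maximum activity change above -50%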;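 note: thallium influx rate constant from kinetic fluorescence after stimulation buffer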
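Thallium flux via FluxOr fluorescence (Red40 quencher, 45 min loading) in U2OS cells virally expressing the KCNH2 3.1 isoform (1.77 x 10^8 /mL virus, overnight at 37 C). Rate constants from 2-min kinetic reads post-stimulation, normalised to positive and negative controls.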
Eya2 phos inh – Eya2 (human) phosphatase inhibition; recombinant Eya2, OMFP fluorescence dephosphorylation (OMFP is methylfluorescein phosphate); AID 488837; 330,000 compounds, 0.006% hits; Potency, µM (highest dose often 76.9 µM), without a hit: top-dose activity, negative = inhibition, actives largely listed as inhibitors; O00167; note: potency is the fitted concentration of half-maximal effect
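Eya2 protein (added as 0.2 uM solution) was preincubated with compound for 10 min at ambient temperature in 50 mM HEPES pH 7.5, 50 mM NaCl, 5 uM MgCl2, 0.05% BSA, 1 mM DTT. OMFP (added at 50 uM) then reacted 10 min; fluorescence read at 485/525 nm.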
FBPA coupling cs – counter-screen for Giardia aldolase inhibitors: coupling enzyme system | coupling enzyme system counterscreen, AmpLite Red fluorescence | activity change, negative = inhibition, % at 58.2 µM, hits read low | 290,000 compounds, 0.67% hits | AID 2472; in the data active = activity change below about -30%
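Coupling enzymes only (glyceraldehyde-3-phosphate) + compound, at 57.5 uM final, 10 min RT; add substrate/coupling/AmpLite Red mix, 20 min RT; fluorescence ex 525/em 598 nm. Actives flag coupling-system interference.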
USP2a inh – inhibitors of human ubiquitin-specific protease USP2a; Potency, µM (titrated, usually from 38.3 µM), for inactives: at the top dose activity change, negative = inhibition, actives largely listed as inhibitors; 330,000 compounds, 0.01% hits; USP2 core, Ub-CHOP2 coupled fluorogenic reporter, 485/531;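 note: potency is the fitted concentration of half-maximal effect; plate controls were DMSO wells for no effect and full inhibition by NEM control for full effect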
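Cell-free coupled assay: 10nM USP2 core preincubated 30min RT with compound in Tris-HCl pH 8.0/CaCl2/CHAPS buffer, then 25nM Ub-CHOP2 and 25nM reporter substrate; fluorescence (Ex 485/Em 531) read after 60min RT, normalized to NEM inhibition, concentration-response curves fitted.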
PKM2 act – activators of human pyruvate kinase M2; P14618; purified PKM2, Kinase-Glo ATP luminescence, activation; response scale: 0% is enzyme alone, no compound; Potency, µM (titrated, usually from 57.5 µM), inactives show at the highest dose activation, actives largely listed as activators; 260,000 compounds, 0.34% hits; AID 1631; note: potency is the fitted concentration of half-maximal effect; nearly all actives have a fitted effect of over 55% in size
Target sequence (P14618 whole entry, looked up): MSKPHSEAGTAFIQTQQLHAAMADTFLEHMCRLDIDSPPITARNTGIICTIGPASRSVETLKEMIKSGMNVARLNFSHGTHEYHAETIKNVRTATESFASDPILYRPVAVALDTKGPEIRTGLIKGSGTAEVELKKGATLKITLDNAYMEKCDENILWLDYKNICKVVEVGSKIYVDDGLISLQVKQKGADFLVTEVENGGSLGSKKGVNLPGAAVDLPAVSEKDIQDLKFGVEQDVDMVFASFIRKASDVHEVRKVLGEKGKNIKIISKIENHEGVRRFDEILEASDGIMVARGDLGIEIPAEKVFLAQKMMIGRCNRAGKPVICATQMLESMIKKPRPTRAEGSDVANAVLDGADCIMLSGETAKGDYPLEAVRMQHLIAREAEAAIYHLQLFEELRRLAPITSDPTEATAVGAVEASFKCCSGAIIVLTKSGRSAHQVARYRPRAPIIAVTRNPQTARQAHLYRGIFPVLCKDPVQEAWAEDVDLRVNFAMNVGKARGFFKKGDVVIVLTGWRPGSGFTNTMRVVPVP
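ATP formation by purified human PK-M2, quantified via coupled luciferase luminescence after 1 h at room temperature with 0.1 mM ADP and 0.5 mM PEP final.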
Chronic BCR inh – inhibitors of chronic active B-cell receptor signaling. Potency, µM (series often up to 46.1 µM), without a hit: top-dose ratio change, negative = lower green/red ratio, usual class: inhibitors. 340,000 compounds, 0.05% hits. ABC-DLBCL IkBa-CBG/CBR reporter, luminescence ratio, 4 h; active = well fitted inhibition curve with a large enough effect in the signal ratio, with a control signal flat, not every such curve was filed as active; inconclusive = small, poorly fitted or top-dose-only effect, or effect the other way, or a change in a side signal; the % refers to the signal ratio;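 note: potency is the fitted concentration of half-maximal effect; plate controls were basal doxycycline-induced cells for no effect and cells given 10 µM MG132 for full effect; MG132 reads +100%, hits lower the ratio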
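TMD8 human ABC-DLBCL cells with doxycycline-inducible IκBα–green luciferase fusion and unfused red luciferase, in 0.5% FBS medium; compounds up to 46 uM, 4 h at 37C. Green/red luminescence ratio, filter-overlap corrected, fitted to concentration-response curves.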
KCNH2 WT inh – inhibitors of human wildtype KCNH2 potassium channel | 340,000 compounds, 0.37% hits | U2OS, BacMam KCNH2, thallium flux FluxOr; active compounds read low | Q12809 | activity change, % at 1.84 µM;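 active = maximum activity change below -70%; inconclusive = maximum activity change between -70% and -50%; inactive = maximum activity change above -50%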
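U2OS cells transduced with wild-type KCNH2 virus are loaded with FluxOr dye for 45 min, and thallium flux is measured in kinetic reads before and after stimulation buffer. Rate constants are normalized to DMSO controls.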
uPA generation – cell surface uPA generation inhibition; cell surface uPA generation assay, qHTS; Potency, µM (top dose mostly 38.3 µM), for the others: at the highest dose activity change, negative = inhibition, hits mostly inhibitors; 330,000 compounds, 0.31% hits; AID 540303; active = well fitted inhibition curve with a large enough effect; inconclusive = small, poorly fitted or top-dose-only effect; inactive = no such curve, though single readings can be large or run the other way; tested in mouse RAW 264.7 cells; note: potency is the fitted concentration of half-maximal effect; nearly all actives have a fitted effect of over 55% in size
B2AR arrestin – recruits beta-arrestin to the human beta2-adrenergic receptor. P07550. beta-arrestin recruitment to beta2AR, cell-based reporter. Potency, µM (top dose mostly 46.1 µM), inactives show top-dose activation, most hits filed as activators. 330,000 compounds, 0.02% hits. AID 492947;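 note: potency is the fitted concentration of half-maximal effect; 0% = DMSO controls and full agonism = EC100 isoproterenol or metaproterenol; nearly all actives have a fitted effect of over 65% in size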
Target sequence (P07550 whole entry, looked up): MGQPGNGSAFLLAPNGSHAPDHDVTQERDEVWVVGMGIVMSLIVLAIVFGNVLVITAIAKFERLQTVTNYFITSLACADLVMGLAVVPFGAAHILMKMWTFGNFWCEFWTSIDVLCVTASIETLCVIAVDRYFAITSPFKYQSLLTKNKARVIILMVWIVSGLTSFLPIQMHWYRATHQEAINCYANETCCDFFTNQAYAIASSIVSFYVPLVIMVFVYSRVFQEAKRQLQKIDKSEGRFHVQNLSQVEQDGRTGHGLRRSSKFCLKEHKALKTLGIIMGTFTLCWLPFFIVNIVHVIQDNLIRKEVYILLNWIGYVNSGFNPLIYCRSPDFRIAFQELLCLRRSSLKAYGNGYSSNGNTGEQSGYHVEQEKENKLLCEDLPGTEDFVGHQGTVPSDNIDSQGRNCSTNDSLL
GALK inhibitor – inhibitors of human galactokinase; Purified GALK, Kinase-Glo residual ATP luminescence; Potency, µM (highest dose often 57.5 µM), inactives show at the highest dose activity change, negative = inhibition, usual class: inhibitors; 270,000 compounds, 0.007% hits; note: potency is the fitted concentration of half-maximal effect
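Galactose (100 uM) and ATP (35 uM) were turned over by 5 nM GALK for 1 h at RT. Kinase-Glo Plus then converted the remaining ATP into a luminescent signal.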
Giardia killer – kills Giardia lamblia | 340,000 compounds, 0.15% hits | Giardia lamblia trophozoite viability | activity change, % at 7.66 µM, hits read low; in the data active = activity change below about -80%; inconclusive = between about -30% and that limit;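 note: parasites exposed to compound for two days anaerobically before the ATP read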
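ATP-content bioluminescence gauges trophozoite survival. Cells (100/well) receive compound and incubate anaerobically for 48 hrs at 37 deg C; detection reagent follows for 15-30 min at room temperature.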
Active calls of the source: *; i = inactive; ? = inconclusive; / = no result given; [ ] = another dose, or the depositor's remark. Unless noted, calls come from the whole dose curve; as a rule, active = well fitted curve in the direction sought with a large enough effect; inconclusive = small, poorly fitted or top-dose-only effect, or another doubt; inactive = no such curve, though single readings can be large; an effect the other way counts as inactive or inconclusive. Unless noted, % is set by controls: 0 for no effect and ±100 for the full control effect.

Values run as follows: KCNH2 3.1 inh, Eya2 phos inh, FBPA coupling cs, USP2a inh, PKM2 act, Chronic BCR inh, KCNH2 WT inh, uPA generation, B2AR arrestin, GALK inhibitor, Giardia killer
COC(=O)CNC(=O)COC(=O)c1ccc(OC)c([N+](=O)[O-])c1
    4, 4%, 3, 4%, -18%, 0%, 4, 1%, -0.9%, -2%, 19
COc1cccc(-c2cc(C(F)(F)F)nc(-n3cc(C)cn3)n2)c1
    6, 7%, 2, -2%, -3%, ?, -18, 0%, 0.1%, -1%, -21
Cn1nnnc1Sc1ccc(C(=O)O)cc1[N+](=O)[O-]
    -36, 0%, 5, 0%, -2%, ?, 0, 2%, -1.1%, 12%, 14
CCOC(=O)CCc1c(C)nc2c(c(C)nn2C(C)(C)C)c1C
    3, 4%, 0, -1%, 0%, 18%, 3, 24%, -0.1%, 3%, 3
COC(=O)c1cc(C)cc(=O)o1
    1, 7%, 2, 1%, -5%, ?, 1, 4%, -0.3%, 3%, 31[activator]
Cc1c(N2C(=O)CS/C2=N\N=C\c2ccc(Cl)cc2)c(=O)n(-c2ccccc2)n1C
    24, ?, 2, 0%, 0%, 0%, -10, -2%, -0.3%, -1%, 8
CS(=O)(=O)N(CC(=O)Nc1ccccc1C(=O)N1CCOCC1)c1cccc(F)c1
    1, -3%, /, 1%, -9%, -5%, 6, 9%, 0.0%, 2%, 1
O=C(NC(c1ccccc1)c1ccccc1)N1CCN(CCO)CC1
    -22, -1%, 5, -1%, 1%, 0%, 17, /, 0.2%, 3%, 0
Fc1cccc(NC(=S)NCc2ccccn2)c1
    15, 4%, 0, 2%, -6%, -5%, 8, -3%, -0.5%, 0%, 30
COc1ccccc1N1CCN(C(=O)NC23CC4CC(CC(C4)C2)C3)CC1
    0, 9%, 0, -2%, 0%, -2%, 1, 1%, 0.4%, -1%, 11
Cc1cc(NC(=O)CCOc2ccc(F)cc2)no1
    15, -13%, 3, 9%, 2%, 15%, 3, 3%, 0.1%, -2%, ?
CCn1c(SCC(=O)O)nc2sc3c(c2c1=O)CCC3
    -9, 4%, 11, 1%, 0%, ?, 21, 2%, 0.4%, -1%, 9
Nc1ccc(S(=O)(=O)N2CCCc3ccccc32)cc1
    8, 1%, -10, 0%, -1%, -7%, -7, -8%, 0.1%, 2%, 7
O=C(CC1C(=O)NCCN1Cc1ccc(Cl)c(F)c1)NCC1CCOCC1 (configuration not stated)
    -7, 7%, -7, 2%, -2%, -2%, -13, 9%, -0.4%, 4%, -25
COc1cc2c(cc1OC)[C@H](Cc1ccc(O)cc1)NCC2
    -2, 5%, -1, 1%, 19%, ?, /, -7%, -0.7%, /, 13
Cc1c(NC(=O)C2(C)CCCCC2)c(=O)n(-c2ccccc2)n1C
    9, 18%[15.4 µM], 2, 2%, -17%, 8%, -10, /, -0.2%, 3%, -2
Cc1ccc(NC(=O)C2=C(c3ccccc3)S(=O)(=O)CCS2(=O)=O)cc1
    8, 2%, -2, 1%, /, ?, 4, 2%, -0.5%, 10%, -16
CC1CCC(C(C)C)C(OCC(O)CN2CCOCC2)C1 (configuration not stated)
    -4, 12%, 0, 3%, -2%, 2%, 3, 3%, 0.0%, -4%, 17
CCOCCCNC(=S)N1C2CCC1CC(NC(=O)Nc1ccc(C(=O)OCC)cc1)C2 (configuration not stated)
    6, -8%, 1, 4%, -7%, ?, 2, 0%, 0.5%, 9%, -14
COC(=O)C1=C(C)OC(N)=C(C#N)C1c1cc(OC)ccc1OC (configuration not stated)
    -7, 0%, 1, -1%, -1%, ?, -15, -7%, -0.7%, -1%, 0
COc1ccc(OC)c(C(=O)N2CCC(CCC(=O)NC3CC3)CC2)c1
    -18, -1%, 0, 1%, 0%[0.46 µM], ?, -7, 3%, 0.1%, 0%, -3
COC(=O)C1=C(C)Nc2ncnn2C1c1ccc(OCc2ccccc2)cc1 (configuration not stated)
    2, 12%, 0, 1%, -1%, -2%, 10, -4%, 0.0%, 4%, -9
Cc1n[nH]c(=O)c2c(NC(=O)COC(=O)c3cc(F)cc(F)c3)oc(C)c12
    -17, 13%, /, 1%, /, 4%, -6, -4%, -0.4%, /, -14
O=C(Nc1ccc(F)c(F)c1)c1ccc(F)c(S(=O)(=O)N2CCC3(CC2)OCCO3)c1
    2, -9%, 0, 3%, -2%, ?, 4, -7%, 0.4%, 4%, -20
Cc1ccc(N2CC(=O)Nc3c(sc4nc(C)cc(C)c34)C2=O)cc1
    5, 7%, 2, -1%, 4%, ?, -13, 5%, 0.1%, 0%, -8
O=C(COc1ccc2c(C(F)(F)F)cc(=O)oc2c1)NCc1cccs1
    1, -5%, 4, -6%, -9%, 3%, 0, 20%, -0.4%, 2%, -1
Cc1nc(-c2nnc(SCC(=O)Nc3cc(C(F)(F)F)cc(C(F)(F)F)c3)n2C)cs1
    -2, -6%, -2, 0%, -3%, -4%, -6, 19%, 0.3%, /, 9
CCc1nnc(NC(=O)c2ccc(OC)cc2)s1
    7, 9%, -2, 0%, -2%, ?, 1, -2%, -0.3%, -1%, -3
Cc1nc(SCC(C)C)[nH]c(=O)c1Cc1ccccc1
    -1, 19%, 4, 3%, -2%, -1%, -7, -5%, -0.9%, 2%, -2
O=[N+]([O-])c1ccc(Cl)c(S(=O)(=O)/N=C(/c2ccccc2)N2CCOCC2)c1
    3, 2%, 2, 0%, 2%, -8%, -5, 3%, -0.1%, 0%, -20
CN(C(=O)c1ccccn1)C1(C(=O)NC2CCCCC2)CCCCC1
    -4, 17%, 4, 1%, 0%, 5%, 5, 0%, -0.1%, -1%, 2
CCCCNC(=O)c1nn2c(C(F)(F)F)cc(-c3ccc(OC)cc3)nc2c1Br
    -7, 1%, -1, 0%, 4%, 3%, -2, -1%, -0.4%, 0%, 0
O=C(O)CCCC(=O)N1N=C(c2c(-c3ccccc3)c3cc(Cl)ccc3[nH]c2=O)CC1c1cccs1 (configuration not stated)
    2, -4%, 5, 1%, -4%, ?, -5, 7%, 0.0%, 1%, 5
CCC(=O)NNc1ncnc2c1cnn2-c1cccc(C)c1
    -6, 3%, 1, 2%, -4%, ?, 12, 0%, -0.1%, -3%, 6
COc1cc(=O)[nH]c(SCC(=O)Nc2nc3c(s2)CCCC3)n1
    8, -6%, 2, -2%, -5%, -1%, 3, /, 0.2%, -4%, -1
O=S(=O)(c1ccccc1Cl)N1CCCC1c1nc(-c2cccc(Cl)c2)no1 (configuration not stated)
    -5, -25%, -1, 4%, 1%, 0%, 6, -2%, -0.2%, -3%, 2
CN(c1ccc(C(=O)NCc2ccncc2)cc1)S(=O)(=O)c1ccc(Cl)cc1
    /, 4%, 0, -1%, 0%, 1%, 3, 4%, -0.6%, -4%, -2
O=c1c2cn[nH]c2[nH]c(=S)n1-c1ccccc1Cl
    -3, -15%, -1, -1%, -2%, 7%, -6, 7%, 0.0%, -3%, -28
COc1ccc(CC(=O)Nc2ccc(-c3cn4ccccc4n3)cc2)cc1
    -31, 5%, 0, 0%, 1%, 0%, 1, -5%, 0.1%, -3%, -9
C[C@H](NC(=O)c1ccc(Br)cc1)C(=O)NCc1ccc(S(N)(=O)=O)cc1
    -6, 3%, 2, 2%, 3%, ?, -1, 0%, -0.8%, 8%, -13
CCC1S/C(=N/N=C/c2cccs2)NC1=O (configuration not stated)
    -1, -27%, -1, 2%, 2%, 1%, -3, 6%, -0.1%, -2%, 1
CCC(C(=O)OCC(=O)Nc1cccc(C(C)=O)c1)c1ccccc1 (configuration not stated)
    -14, 1%, 1, -1%, 2%, 5%, i, 0%, -0.7%, -1%, -2
O=C(CSc1nnc(NC(=O)c2c(F)cccc2F)s1)Nc1ccc(F)cc1
    32, 4%, 2, 4%, 4%, ?, /, -9%, 0.1%, 1%, ?
COC(=O)COc1ccc(S(=O)(=O)N2CCOCC2)cc1
    -16, 23%, -2, -2%, 0%, 0%, 8, 0%, -0.1%, 1%, 4
CCn1cc(C(=O)N[C@H](C(=O)NCCCN2CCOCC2)C(C)C)c(=O)c2cc3c(cc21)OCO3
    15, -6%, 0, 6%, /, -1%, -3, 1%, -0.1%, 2%, -9
O=C(Cc1cn2ccsc2n1)OCc1ccccc1
    -1, -9%, 0, 0%, -2%, ?, -10, 13%, -0.5%, 0%, -14
CC(=O)Nc1ccc(Cl)cc1C1COC(=O)C1=N (configuration not stated)
    -16, 2%, 6, 4%, -11%, 0%, 3, 2%, -0.3%, /, 4
CC(C)c1nc(SCc2ccccn2)c2c(=O)n(C)c(=O)n(C)c2n1
    4, -6%, 9, 2%, 0%, 9%, 2, -4%, 0.0%, 3%, 8
O=C(O)CCNS(=O)(=O)c1ccc2c(c1)OCCCO2
    21, -2%, 3, 1%, 0%, -1%, -7, 2%, 0.0%, 1%, -5
CC(C)C1Oc2ccccc2N(CC(=O)N(C)C2CCCCC2)C1=O (configuration not stated)
    10, -5%, 1, -2%, /, 1%, -8, -1%, 0.0%, 0%, 18
